# Bioassay records from PubChem.
# ERK EGF inh: EGF-driven ERK pathway inhibition; actives 0.41% (n = 130,000); HEK293-V1b, EGF-stimulated phospho-ERK AlphaScreen; Potency, µM (titrated, usually from 11.5 µM), without a hit: at the highest dose activity change, negative = inhibition, hits mostly inhibitors; active = well fitted inhibition curve with a large enough effect; inconclusive = small, poorly fitted or top-dose-only effect, or effect the other way;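 also: plate controls were stimulated vehicle wells for no effect and unstimulated vehicle basal for full effect; nearly all actives have a fitted effect of over 55% in size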
#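 Phospho-ERK1/2 measured by AlphaScreen (SureFire) after 5 min 25 nM EGF stimulation of V1b-expressing HEK293 cells preincubated 30 min at 37C with titrated compounds; data scaled to DMSO and EGF controls, Hill-fitted AC50.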
# An asterisk follows results filed as active; ? = inconclusive; [ ] = dose if it differs, or a comment. Potency is read from the fitted curve at half-maximal effect.
ERK EGF inh	SMILES
8%	Cc1n[nH]c(=O)nc1N/N=C/c1ccc(O)c([N+](=O)[O-])c1
2%	Fc1ccc(-c2csc(N3CCSCC3)n2)cc1
6%[57.5 µM]	O=C(c1cc(=O)[nH]c2ccccc12)N1CCN(c2ccc([N+](=O)[O-])cc2)CC1
-6%	Cc1nn(CCO)c2c1C(=O)CCC2
-7%	CCn1c(=N)c(S(=O)(=O)c2ccccc2)cc2c(=O)n3ccccc3nc21
?	O=C(/C=C/c1ccc(O)c(O)c1)c1ccccc1O
-8%	CC(NS(=O)(=O)c1ccc([N+](=O)[O-])cc1)C(c1cccs1)N1CCOCC1 (stereo not drawn)
1%	c1ccc(CN2CCC(=NNc3nc4ccccc4[nH]3)CC2)cc1

# Remaining list, next part:
ERK EGF inh	SMILES
-11%	Cc1ccccc1Cn1nc(C)c(NC(=O)c2cc(-c3ccco3)on2)c1C
-5%	Fc1ccc(N2CCN(C(=S)NCc3ccco3)CC2)cc1
-2%	Cc1ccc(NC(=O)CN2C(=O)N/C(=C/c3ccc(N4CCOCC4)cc3)C2=O)cc1
-6%[57.5 µM]	O=S(=O)(c1cnc(Cl)c(Br)c1)N1CCc2ccccc21
?	N#C/C(=C\c1ccc(-c2cccc([N+](=O)[O-])c2)o1)C(=O)NCCN1CCOCC1
20%[57.5 µM]	O=C1CC(=O)c2c1cccc2[N+](=O)[O-]
7%[57.5 µM]	CC(C)[N+](C)(C)CC#CC(O)(c1ccccc1)c1ccccc1
-5%[57.5 µM]	Cc1nn(-c2ccccc2C(F)(F)F)c(=O)c2noc(C)c12

# Reformatted: 4 of the compounds above
Fc1ccc(N2CCN(C(=S)NCc3ccco3)CC2)cc1
  ERK EGF inh = -5%

Cc1ccc(NC(=O)CN2C(=O)N/C(=C/c3ccc(N4CCOCC4)cc3)C2=O)cc1
  ERK EGF inh = -2%

O=S(=O)(c1cnc(Cl)c(Br)c1)N1CCc2ccccc21
  ERK EGF inh = -6%[57.5 µM]

N#C/C(=C\c1ccc(-c2cccc([N+](=O)[O-])c2)o1)C(=O)NCCN1CCOCC1
  ERK EGF inh = ?

# (cont.)
ERK EGF inh	SMILES
-2%	CCc1c2c(nc3ccc(OC)cc13)OC(CC)C2 (stereo not drawn)
8%	CCNC(=O)NC(=O)CSc1ccccc1F
?	Cc1ccc(NS(=O)(=O)c2ccc3c(c2)C(=O)c2ccccc2C3=O)c(C)c1
3%	CC(=O)Nc1ccc(S(=O)(=O)NCCOc2ccc(Cl)cc2C)cc1
-2%[57.5 µM]	Cc1ccc(S(=O)(=O)N(C)CC(=O)N/N=C/c2ccc(C)o2)cc1
-1%[57.5 µM]	Cc1nc(SCc2cccc(F)c2)c2oc3ccccc3c2n1
-5%	CCCCCc1c(C)nc(N2CCc3ccccc32)[nH]c1=O
-3%	COc1ccccc1NS(=O)(=O)c1cccc(N=C2N=C(N)c3ccccc32)c1

# More results
ERK EGF inh	SMILES
4%	O=C(Cc1ccc(Cl)cc1)NNc1c(F)c(F)cc(F)c1F
3%	COc1ccc2c(c1)C1NC(=S)NC(C)(O2)C1C(=O)Nc1ccc(Cl)cc1 (stereo not drawn)
2%	COc1ccc(N(C2=NCCCS2)S(=O)(=O)c2ccc(C(C)(C)C)cc2)cc1
-10%	CC(OC(=O)c1nn(C(C)C)c(=O)c2ccccc12)C(=O)Nc1ncc(Cl)cc1Cl (stereo not drawn)
6%	CC(C(=O)O)c1ccc(CC2CCCC2=O)cc1 (stereo not drawn)
4%	CCN(CC)CCN(C(=O)CCOc1ccccc1)c1nc2c(F)cc(F)cc2s1
-10%	Clc1ccc(C2=NCCN2)cc1
4%	CC(=O)NC1=NN(C(C)=O)C(C)(c2cccnc2)S1 (stereo not drawn)

# New compounds follow:
ERK EGF inh	SMILES
-1%	CC(C)Oc1ccc(C(=O)Nc2ccc(Cl)c(S(=O)(=O)Nc3ccc(Cl)cc3)c2)cc1
3%	COc1ccc2cc(CCN3C(=O)c4ccccc4C3=O)c(=O)[nH]c2c1
3%	CCOC(=O)c1c(C)oc2ccc(OC(=O)c3cccs3)cc12
-1%[57.5 µM]	COc1ccc(OC)c2c(=O)cc(C(=O)O)[nH]c12
5%[57.5 µM]	O=C(Nc1ccccc1F)NC1CCCc2ccccc21 (stereo not drawn)
-8%[57.5 µM]	CCCCCCCN=C(C)c1ccccc1O
1%[57.5 µM]	CCn1nc(NC(=O)Cc2ccc(OC)cc2)c2cc3cc(C)ccc3nc21
-15%[57.5 µM]	COc1ccc2c(c1)c(C(=O)N/N=C/c1ccccc1Cl)c(C)n2C

# Carrying on:
ERK EGF inh	SMILES
-1%	O=C(C[n+]1cc(-c2ccc(F)cc2)n2c1CCC2)Nc1nc(-c2ccccc2)cs1
3%[57.5 µM]	COc1ccccc1N1CCN(C2CCN(C3CCC(c4ccccc4)CC3)CC2)CC1 (stereo not drawn)
1%	Cc1cc(/C=C2/NC(=O)NC2=O)c(C)n1-c1ccccn1
-6%	O=C(/C=C/c1ccccc1)NCCC1=CCCCC1
1%	O=C(NC1=NCCS1)c1cc(-c2ccc(F)cc2)nc2ccccc12
9%	COc1ccc(CN(C(=O)c2cc3ccccc3oc2=O)C2CCCC2)cc1
-8%	COc1ccc2c(=O)c3c(=O)n(-c4ccccc4)c(-c4ccco4)nc3oc2c1
-5%[57.5 µM]	O=C(Nc1ncc2c(n1)CC(c1ccco1)CC2=O)c1ccco1 (stereo not drawn)

# New compounds follow
ERK EGF inh	SMILES
1%[57.5 µM]	CCc1ccnc(NS(=O)(=O)c2ccc3c(c2)CCO3)c1
-16%[57.5 µM]	CN1CCN(c2nc(NCc3ccco3)nc(N)c2[N+](=O)[O-])CC1
4%	O=C(NCc1ccco1)c1ccc(CNc2c(N3CCCCC3)c(=O)c2=O)cc1
-7%	CC(C)(C)c1nnc(NC(=S)Nc2ccccc2)s1
1%	COc1ccc(CNC(=O)CN2C(=O)CC(c3ccccc3)=Nc3ccccc32)cc1
2%	Cc1cc(C)nc(SCc2nnc(SCc3ccc([N+](=O)[O-])cc3)n2Cc2ccco2)n1
6%	Cc1cc(C)cc(-n2c(SCC(=O)NCc3ccc4c(c3)OCO4)nc3ccccc3c2=O)c1
0%	COC(=O)Nc1ccc2c(c1)OCO2

# (next part)
ERK EGF inh	SMILES
7%	CCOC(=O)c1[nH]cnc1C(=O)Nc1ccc(Cl)cc1
-9%	Cc1ccc(CN2CCc3[nH]c(=O)[nH]c(=O)c3C2)cc1
-5%	CCOc1ccc(NC(=O)NNC(=O)c2ccc(CC)s2)cc1
-2%	COc1ccccc1NS(=O)(=O)c1cc(NC(=O)c2cc[n+]([O-])cc2)ccc1N1CCCC1
0%	COc1cc(NC(=O)c2cccnc2SC)cc(OC)c1
5%[57.5 µM]	CN(CCO)c1ccc(-c2nn(C)c(=O)c3ccccc23)cc1[N+](=O)[O-]
-8%	CCCCC(=O)Nc1ccccc1Oc1ccccc1
?	COC(=O)N=Nc1c(O)n(Cc2ccccc2)c2ccccc12

# In the list so far, 2 have a COOH group.
ERK EGF inh	SMILES
6%	CC(C(=O)O)c1ccc(CC2CCCC2=O)cc1 (stereo not drawn)
-1%[57.5 µM]	COc1ccc(OC)c2c(=O)cc(C(=O)O)[nH]c12

# Continued:
ERK EGF inh	SMILES
6%[57.5 µM]	COc1ccccc1-c1cc2nc(C)cc(C)n2n1
-11%	O=C(NC(=S)Nc1nc(-c2ccc(Br)cc2)cs1)c1ccco1
10%[57.5 µM]	COc1ccccc1N1C(=O)C=C(Sc2nc(C)cc(C)n2)C1=O
3%	O=C(Cc1csc(Nc2nc(=S)[nH]c3ccccc23)n1)N1CCN(c2cccc(Cl)c2)CC1
-7%[57.5 µM]	CCCCN1CC(O)=C(c2nc(-c3ccc(Br)cc3)cs2)C1=N
1%	Cn1ncc(Br)c1C(=O)O
-7%[57.5 µM]	CCc1cc(C(=O)N2CCCC(CCC(=O)NCc3cccc(OC)c3)C2)no1 (stereo not drawn)
-9%[57.5 µM]	CC(=O)Nc1cccc(/C(C)=N/NC(=O)c2ccc(NS(=O)(=O)c3cccs3)cc2)c1

# Remaining list, next part:
ERK EGF inh	SMILES
-8%	Cc1ccc(C)c(OCc2nnc(SCC(=O)NCc3ccc4c(c3)OCO4)o2)c1
3%	CC1(C)OC2OC(COC(=O)c3ccccc3)C3OC(C)(C)OC3C2O1 (stereo not drawn)
-2%	Cc1c(NC(=O)COC(=O)C2(c3ccccc3F)CCCC2)c(=O)n(-c2ccccc2)n1C
10%	CCC(C)NC(=O)c1c(F)c(F)c(F)c(F)c1F (stereo not drawn)
-1%	S=c1[nH]c2ccc(Cl)cc2[nH]1
-4%	O=C(NCCN1CCOCC1)C(=O)NCc1ccco1
3%	CCc1nnc(N2C(=O)c3ccc(Oc4ccc([N+](=O)[O-])cc4)cc3C2=O)s1
6%	CC(C)N(N=Nc1ccc([N+](=O)[O-])cc1)C(C)C

# (cont.)
ERK EGF inh	SMILES
-2%[57.5 µM]	COc1cccc(OC)c1-c1nn(-c2ncc(C(F)(F)F)cc2Cl)c(=O)o1
?	O=[N+]([O-])c1ccc2c(c1Nc1ccccc1Cl)=NC1(CCCCC1)N=2
-2%	Cc1ccc(NC(=O)C2CCC(=O)N2)cc1C (stereo not drawn)
0%	CC(C)CC(NC(=O)c1ccc(Cl)cc1)C(=O)OCc1cc([N+](=O)[O-])cc2c1OCOC2 (stereo not drawn)
-4%[57.5 µM]	CC(=O)NC(=S)Nc1ccc2oc(=O)ccc2c1
-18%	c1ccc(Cc2noc(CN3CCC(CN4CCOCC4)CC3)n2)cc1
-3%[57.5 µM]	Nc1cc(S(=O)(=O)Nc2ccc(Cl)cc2)ccc1N1CCOCC1
-4%	Cc1cc(C)c(OCC(=O)Nc2nc(-c3ccccn3)cs2)c(C)c1

# Next part
ERK EGF inh	SMILES
10%[57.5 µM]	CCCCOc1ccc(CON(C(C)=O)C(C)=O)cc1Cl
0%	CC(C)N(C(=O)NC(=O)Nc1ccccn1)S(C)(=O)=O
9%	NC(=O)C1CC(=O)N(c2ccc(OCc3ccc(Cl)cc3Cl)cc2)C1 (stereo not drawn)
6%	COc1cc(OC)cc(C(=O)Nc2cccnc2)c1
?	Cc1ccccc1C(=O)NC(=S)Nc1ccccc1N1CCCC1
-7%	COc1ccc(CCN(C(=O)Cn2nnc3ccccc32)C(C(=O)NCC2CCCO2)c2ccncc2)cc1OC (stereo not drawn)
0%	CCn1nnnc1NC(=O)c1cc(OC)c(OC)c(OC)c1
2%[57.5 µM]	Cc1nc(S/C(=C\c2ccc(-c3ccc(C(=O)O)c(Cl)c3)o2)C(=O)O)n[nH]1

# (next part)
ERK EGF inh	SMILES
2%	CC1CCCCC1NC(=O)CCn1c(=O)oc2ccccc21 (stereo not drawn)
-13%[57.5 µM]	COc1cc(C(=S)N2CCOCC2)cc(OC)c1O
9%	CSc1cccc(NC(=O)/C=C/c2cccc(Cl)c2)c1
-3%	CN(C(=O)COC(=O)c1ccc(S(=O)(=O)N2CCOCC2)cc1)C1CCCCC1
3%	CCc1nc(SCC(=O)c2c[nH]c3ccccc23)n[nH]1
6%	O=C(O)c1cccc(Oc2ccccc2[N+](=O)[O-])c1
10%	O=C1NCCc2cc3c(cc21)OCO3
-10%[57.5 µM]	CC1=Nc2ccccc2N=C(NC(=O)CN2CCN(c3ccccc3)CC2)C1c1ccccc1 (stereo not drawn)

# (further entries)
ERK EGF inh	SMILES
-3%	CCC1=NN=C(c2ccc(F)cc2)C(c2c[nH]c3ccccc23)N1O (stereo not drawn)
1%[57.5 µM]	Cc1ccc(-c2[nH]c3cc(C(=O)NCCCn4ccnc4)ccc3c(=O)c2O)cc1
0%[57.5 µM]	CC1CN=C(Nc2cccc(S(=O)(=O)N(C)C)c2)S1 (stereo not drawn)
3%	O=C(CCC(=O)Nc1ccc(Cl)cc1Cl)NNC(=O)Nc1ccccc1
?	Cc1nc(C)c(CC(=O)N2CCc3c([nH]c4ccccc34)C2c2ccccn2)s1 (stereo not drawn)
-9%	Nc1nc(Cl)cc(NCCc2ccc(O)cc2)n1
1%	CCOC(=O)NC(=O)CSc1nnc(SCCC(=O)O)s1
8%	CCOC(=O)c1c(NC(=O)CSc2nnc(-c3c[nH]c4ccccc34)n2CCOC)sc2c1CCCC2

# (continued)
ERK EGF inh	SMILES
0%	Cc1ccc(NC(=O)COC(=O)Cn2cnc3c2c(=O)n(C)c(=O)n3C)c(Cl)c1
1%[57.5 µM]	CCOc1ccc(-c2cc(N)n(S(=O)(=O)c3cccc4nsnc34)n2)cc1
14µM*	O=C(NC(=S)NN1CCCCC1c1cccnc1)c1ccc(Br)cc1 (stereo not drawn)
-6%	O=C(CCC(=O)Nc1ccc(Cl)cc1Cl)N/N=C/c1ccc([N+](=O)[O-])o1
5%	Cn1ccnc1C(=O)c1cc(SCC(=O)N2CCOCC2)nc2ccccc12
0%[57.5 µM]	CCCNC(=O)c1c(CSc2ccccc2)noc1C(=O)NCc1ccccc1
5%	CCOC(=O)/C=C1\SCC(=O)N1CC(=O)NCCOC
1%	O=C(Oc1cccc2ccccc12)c1ccncc1

# Continuation.
ERK EGF inh	SMILES
1%	COc1ccc(S(=O)(=O)NCC2CCCN(Cc3ccccc3C)C2)cc1 (stereo not drawn)
-7%	CCOc1ncccc1C(=O)Nc1ccc(OC)c(S(=O)(=O)N2CCCCC2)c1
-5%	C/C(=N\Nc1ccccc1)c1c(O)cc(C)oc1=O
-5%	CCOc1ccc(-n2nc3c(=O)n(CCN4CCCCC4)nc(C)c3c2C)cc1
-7%	CCOc1ccc(CCNC(=O)c2ccc(C)c(N3CCCC3=O)c2)cc1OCC
8%	Nc1cc(-c2ccc(Br)cc2)[nH]n1
6%	C=CCNC(=O)CSc1n[nH]c(-c2cc(Cl)ccc2OC)n1
13%	Cc1c(Cl)cccc1NC(=S)N1CCC(C(N)=O)(N2CCCCC2)CC1
-3%	COc1cc(Br)c(CCNC(=O)Cc2ccccc2)cc1OC

# An excerpt, so the mix of outcomes need not match the whole.
